CYP2C19 inhib = blocks human cytochrome P450 2C19; AID 778; P33261; CYP2C19 Supersomes, luciferin-H EGE luminescence, 30 min; hit rate 21% among 96,000; inhibition, % at 5 µM;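 active = CYP2C19 inhibition above a set limit at 5 µM in the primary screen, cut at about 50% in these data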;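 also: plate controls were negative control wells for no effect and 2.5 mM tranylcypromine positive control for full effect; values of inactives mirror those of a sister screen read the other way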
Target sequence (P33261 whole entry, looked up): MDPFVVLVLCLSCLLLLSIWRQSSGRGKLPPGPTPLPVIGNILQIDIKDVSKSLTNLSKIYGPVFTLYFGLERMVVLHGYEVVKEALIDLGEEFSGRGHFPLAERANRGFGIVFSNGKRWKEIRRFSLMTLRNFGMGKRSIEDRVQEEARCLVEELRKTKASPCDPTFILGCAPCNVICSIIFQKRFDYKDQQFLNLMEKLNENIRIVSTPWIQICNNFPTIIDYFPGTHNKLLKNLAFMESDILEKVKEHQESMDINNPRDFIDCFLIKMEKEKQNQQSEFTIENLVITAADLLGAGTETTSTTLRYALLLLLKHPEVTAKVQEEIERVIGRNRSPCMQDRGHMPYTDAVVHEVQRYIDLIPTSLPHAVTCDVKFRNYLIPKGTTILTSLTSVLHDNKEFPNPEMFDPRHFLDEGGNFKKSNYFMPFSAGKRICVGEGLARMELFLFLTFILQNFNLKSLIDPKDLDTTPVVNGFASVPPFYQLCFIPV
CD11b adhes enh = increases human CD11b/CD18 adhesion to fibrinogen; K562 CD11b/CD18 adhesion to fibrinogen, ATPlite luminescence; P05107+P11215; activation, % at 10 µM; hit rate 0.07% among 93,000;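 active = 10 µM primary screen giving 50% or more activity, confirmed by 40% or more on retest at that dose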; also: strong numbers were not always called active
Fibroblast inh = blocks proliferation of human lung fibroblasts. LL 47 human lung fibroblast viability, ATP luminescence; active compounds read low. viability, % at 10 µM. hit rate 1.1% among 85,000. AID 719;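 active = viability at or below 50% in the single dose screen; inactive = viability above 50%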;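 also: compound exposure lasted 72 h before the ATP readout; 100% = median luminescence of untreated cell-only wells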
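Test system: LL 47 human lung fibroblasts; Quantity: 1,150 cells/well; Buffer or medium: IMEM plus 15% FBS; Dosing: tenfold compound dosing solution, DMSO at 0.1%; Timing: overnight cell rest, 72 h compound treatment at 37 °C; Detection: ATP-based CellTiter-Glo luminescent readout; Read-out basis: viability percentage against median untreated-cell control; Controls: cell-only wells, no compound.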
ERa SRC1 inh = blocks coactivator binding to human estrogen receptor alpha; AID 629; hit rate 1.7% among 86,000; inhibition, % at 25.6 µM; TR-FRET ER-alpha LBD / SRC-1 peptide, estradiol-bound; in the data active = inhibition above about 50%;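 also: 0% = receptor plus peptide control and 100% = peptide only without receptor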
H69AR inhibit = growth inhibitors of human H69AR lung tumor cells. hit rate 6% among 85,000. viability, % at 10 µM. H69AR lung tumor viability, ATP luminescence, 72 h; active compounds read low;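 active = viability at or below 40%; inactive = viability above 40%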;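 also: multidrug resistant small cell line overexpressing MRP-1 efflux transporter; 100% = mean luminescence of untreated control wells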
HUVEC inhibit = human endothelial cell proliferation inhibition; HUVEC proliferation, CellTiter-Glo luminescence, 72 h; active compounds read low; viability, % at 10 µM (by protocol); hit rate 1.1% among 86,000; AID 648;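 active = viability at or below 30%; inactive = viability above 30%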;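 also: 100% = median luminescence of DMSO-only cell control wells on each plate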
CYP2C19 activ = activators of human cytochrome P450 2C19 | P33261 | recombinant CYP2C19, luciferin-H EGE luminescence; active compounds read high; 0 = fully inhibited enzyme, 1 = untreated enzyme | activation factor at 5 µM | 96,000 tested, under 10 active | AID 1025;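 active = activation factor of at least 2 at 5 µM in the primary screen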;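 also: 0 = wells with 2.5 mM tranylcypromine and 1 = vehicle-only wells; values of inactives mirror those of a sister screen read the other way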
Mac1 fbg inh = blocks human CD11b/CD18 adhesion to fibrinogen; P05107+P11215; hit rate 0.54% among 93,000; inhibition, % at 10 µM; K562 CD11b/CD18 adhesion to fibrinogen, ATPlite luminescence; Mn2+ added to activate the integrin;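 active = primary inhibition of 50% or more at 10 µM, then 40% or more on retest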; also: some results filed as inactive read as strong as hits
ERa SRC1 pot = enhances coactivator binding to human estrogen receptor alpha | P03372 | TR-FRET ERalpha-LBD/SRC-Cy5 coactivator binding, 2 h; 100 = basal binding, no effect | coactivator binding (% of control), % at 25.6 µM | hit rate 1.3% among 86,000 | AID 639; in the data active = activity above about 200%;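 also: binding measured in presence of low estradiol as agonist stimulus; 0% = peptide alone without receptor and 100% = receptor with peptide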
An asterisk follows results filed as active; nt = no result given; [ ] = dose if it differs, or a comment.

SMILES | CYP2C19 inhib | CD11b adhes enh | Fibroblast inh | ERa SRC1 inh | H69AR inhibit | HUVEC inhibit | CYP2C19 activ | Mac1 fbg inh | ERa SRC1 pot
COc1ccc(NC(=O)C2CCCN2S(=O)(=O)c2cccc3cccnc23)c(OC)c1 (stereo not drawn) | 31.1 | -0.2 | 89.4 | -9.6 | 100.7 | 107.4 | 0.7 | 12.7 | 90.1
CCOC(=O)C1Cc2ccccc2C(=O)O1 (stereo not drawn) | 22.5 | -1.6 | 101.5 | -5.0 | 99.3 | 96.2 | 0.8 | 2.7 | 98.3[fluorescence artefact?]
CC1=Nc2ccc(C)cc2N(Cc2ccccc2)C(=O)C1 | 3.7 | -3.2 | 93.4 | -0.1 | 104.0 | 91.1 | 1 | -2.4 | 117.8
CCN(CC)CCN=CC1=C(O)CNC1=O | -2.4 | 5.1 | 101.4 | 4.1[fluorescence artefact?] | 87.9 | 99.8 | 1 | -11.2 | 116.8
COC(=O)CN(c1ccc(F)cc1)S(=O)(=O)c1ccccc1 | 9.7 | 5.4 | 107.2 | -5.4 | 94.9 | 96.5 | 0.9 | -36.7 | 113.3
N#CCCn1nc(-c2ccccc2)cc1Nc1ccccc1NC(=O)c1cccs1 | 97.2* | -1.1 | 85.8 | -29.3 | 101.4 | 113.0 | 0 | 2.1 | 105.0
Cc1ccc(-c2noc(C3CCCN(C(=O)C4CCCCC4)C3)n2)o1 (stereo not drawn) | 53.1* | -0.8 | 102.0 | 1.7 | 94.0 | 108.0 | 0.5 | -14.4 | 88.4
COc1cc(CNC(C)(C)CO)ccc1OCC(=O)Nc1ccc(Br)cc1 | 2.4 | nt | 97.7 | -2.0 | 89.8 | 83.8 | 1 | nt | 112.3
CCOc1cc(/C=C(/C#N)c2nc3ccccc3[nH]2)ccc1Oc1ccc([N+](=O)[O-])cn1 | 4.3 | 5.7 | nt | nt | nt | nt | 1 | -49.3 | nt
O=C(NCc1ccc(Cl)cc1)c1ccc(COCC(F)(F)F)o1 | 51.4* | 14.6 | 97.5 | -1.8 | 110.1 | 105.4 | 0.5 | -21.8 | 106.8
COc1cccc(-c2nn3c(-c4cc(C)[nH]n4)nnc3s2)c1 | 37.2 | -4.3 | 98.5 | 9.4 | 62.5 | 93.0 | 0.6 | -12.0 | 110.6
COc1cccc(C2/C(=C(/O)c3ccc(F)cc3)C(=O)C(=O)N2CCN(C)C)c1 (stereo not drawn) | 5.9 | -3.9 | nt | -8.3 | 90.5 | 94.4 | 0.9 | -3.6 | 94.7
c1nc(N2CCOCC2)c2c3c(sc2n1)CCCC3 | 64.6* | -3.3 | 93.7 | -2.2 | 65.6 | 89.7 | 0.4 | -7.2 | 105.0
C=CCn1c(=O)c2ccccc2n2c(SCC(N)=O)nnc12 | -11.2 | nt | 100.1 | -5.3 | 97.9 | 91.9 | 1.1 | nt | 99.4
COc1ccc(-c2nnc(SCC(=O)N3c4ccccc4Sc4ccccc43)o2)cc1 | nt | nt | 104.2 | 1.5 | 81.3 | 100.9 | nt | nt | 105.0
Cc1c(C(=O)OCc2cc(=O)n3cc(Br)ccc3n2)oc2ccccc12 | nt | nt | 101.0 | 31.6 | 93.9 | 96.5 | nt | nt | 109.5[fluorescence artefact?]
Cc1ccc(C)c(C(=O)NCc2ccncc2)c1 | 45.6 | -5.3 | 96.5 | 28.2 | 90.3 | 91.1 | 0.5 | -7.4 | 52.3
CC(C)(C)N1CC(c2nc3ccccc3n2Cc2ccccc2)CC1=O (stereo not drawn) | 49.5 | -0.8 | 82.9 | 5.0 | 38.2* | 95.5 | 0.5 | -8.2 | 80.4
COCCNC(=O)CC(NS(=O)(=O)c1ccc(NC(C)=O)cc1)C(C)C (stereo not drawn) | -5.6 | 3.3 | 96.3 | -3.2 | 61.4 | 104.5 | 1.1 | -31.7 | 103.3
COc1cc(C(=O)N2CCN(c3ccc(C)cc3C)CC2)cc(OC)c1OC | 17.9 | -0.5 | 62.2 | -8.0 | 19.1* | 60.9 | 0.8 | 3.5 | 90.9

Among those listed so far, two have an NH in an aromatic ring.
SMILES | CYP2C19 inhib | CD11b adhes enh | Fibroblast inh | ERa SRC1 inh | H69AR inhibit | HUVEC inhibit | CYP2C19 activ | Mac1 fbg inh | ERa SRC1 pot
CCOc1cc(/C=C(/C#N)c2nc3ccccc3[nH]2)ccc1Oc1ccc([N+](=O)[O-])cn1 | 4.3 | 5.7 | nt | nt | nt | nt | 1 | -49.3 | nt
COc1cccc(-c2nn3c(-c4cc(C)[nH]n4)nnc3s2)c1 | 37.2 | -4.3 | 98.5 | 9.4 | 62.5 | 93.0 | 0.6 | -12.0 | 110.6

(next part)
SMILES | CYP2C19 inhib | CD11b adhes enh | Fibroblast inh | ERa SRC1 inh | H69AR inhibit | HUVEC inhibit | CYP2C19 activ | Mac1 fbg inh | ERa SRC1 pot
Nc1cc(N)nc(SCc2cc(=O)oc3cc4c(cc23)CCC4)n1 | 50.3* | 0.5 | 93.8 | -4.5 | 73.2 | 90.4 | 0.5 | 1.1 | 100.7
O=C(Nc1ccccc1Cl)c1cccc(NC(=O)C2C3CC4OC(=O)C2C4C3)c1 (stereo not drawn) | 2.3 | 2.0 | 104.1 | 14.8 | 102.2 | 99.0 | 1 | -26.0 | 90.9
CCC(C)[C@H](NC(=O)NCCCc1ccccc1)C(=O)OC (stereo partly drawn) | 18.9 | 0.3 | 100.7 | -8.4 | 100.5 | 95.0 | 0.8 | -2.2 | 99.7
Cc1cc2nnc(SCC(=O)N3CCN(c4ccccc4)CC3)n2c(N)n1 | -9.1 | nt | 101.1 | 9.1 | 64.4 | 99.1 | 1.1 | nt | 97.2
CN1C(=O)NC2C1N(S(C)(=O)=O)CCN2S(C)(=O)=O (stereo not drawn) | -4.5 | 0.6 | 100.6 | 2.1 | 93.7 | 108.1 | 1 | -3.1 | 102.4
CCOc1cc(C2C(C(=O)c3ccc(C)cc3)=C(C(=O)OC)Nc3nnnn32)ccc1O (stereo not drawn) | -6.2 | 1.0 | 93.8 | -1.8 | 75.9 | 93.3 | 1.1 | -14.3 | 78.7
COC(=O)C1=C(C)N(c2ccc(F)c(Cl)c2)C(=O)C1 | 40.7 | -0.6 | 95.2 | -1.9 | 91.8 | 94.7 | 0.6 | 15.0 | 97.8
CCCn1c(SCC(=O)N2c3ccccc3Sc3ccccc32)nc2c1c(=O)n(C)c(=O)n2C | 7.5 | 4.4 | 94.2 | -1.4 | nt | 79.2 | 0.9 | 7.2 | 106.3
CCN(CC)C(=O)c1scc2c1OCCO2 | 11.6 | -2.0 | nt | nt | nt | nt | 0.9 | 0.6 | nt
Cc1oncc1C(=S)Nc1ccccc1 | 35.1 | -1.3 | 87.3 | 0.4 | 98.1 | 91.0 | 0.6 | -4.9 | 110.2
Cc1nc(NC(=O)C2CC2)sc1C(=O)N1CCCCC1 | 14.5 | -2.4 | 101.1 | 7.2 | 84.8 | 97.0 | 0.9 | 3.2 | 110.5[fluorescence artefact?]
CCn1cc(C2=NOC(C(=O)Nc3cc(OC)c(Cl)cc3OC)C2)c(C)n1 (stereo not drawn) | 29.5 | -2.3 | 104.2 | 1.4[fluorescence artefact?] | 101.1 | 105.4 | 0.7 | -3.2 | 113.6
COC(=O)c1ccc(CSc2nnnn2-c2ccc(C)cc2C)o1 | 89.6* | -0.5 | 92.3 | -3.5 | 68.7 | 93.3 | 0.1 | 10.3 | 118.5
COc1ccc(/C=N/NC(=O)C(=O)NCc2cccnc2)cc1OC | -6.5 | 2.9 | nt | nt | nt | nt | 1.1 | -8.0 | nt
COc1ccc(OC)c(C(c2nnnn2C2CCCC2)N2CCc3ccccc3C2)c1 (stereo not drawn) | 80.1* | -1.8 | 86.3 | 9.2 | 49.3 | 104.3 | 0.2 | 1.1 | 54.7
Oc1[nH]c2ccccc2c1C1=NCCCC1 | 0.0 | -3.8 | 107.3 | 82.5*[fluorescence artefact?] | 72.6 | 97.3 | 1 | -5.8 | 26.9[fluorescence artefact?]
CCOc1ccc(CCNC(=O)c2ccc(N3CCCC3=O)cc2)cc1OCC | -1.8 | 6.3 | 107.6 | -12.7 | 92.1 | 107.4 | 1 | 1.4 | 92.7
COc1cc(C(=O)N2c3ccccc3CC2C)cc(OC)c1OC (stereo not drawn) | 24.6 | nt | 95.2 | -2.6 | 38.2* | 92.8 | 0.8 | nt | 121.4
Cc1cc(C)c(NC(=O)Cn2c(=O)n(Cc3ccco3)c(=O)c3ccccc32)c(C)c1 | 18.9 | 89.0 | 99.1 | 33.4[fluorescence artefact?] | 87.2 | 106.6 | 0.8 | -12.6 | 105.4[fluorescence artefact?]
CCCCNC(=O)C1CCN(C/C(C)=C/c2ccccc2)CC1 | 15.5 | 0.1 | 99.8 | -7.7 | 95.0 | 91.3 | 0.8 | 23.1 | 99.1
COc1ccc(-c2nnn(CC(=O)N(CC(=O)NC3CCCC3)Cc3cccs3)n2)cc1OC | 27.5 | 1.0 | 98.5 | -4.2[fluorescence artefact?] | 82.8 | 94.4 | 0.7 | -4.7 | 113.5
COc1ccc2c(c1)CCc1c(C(=O)Nc3cc(C)n(Cc4ccc(Cl)cc4)n3)noc1-2 | -8.7 | 2.1 | 59.9 | 4.9 | 5.3* | 52.0 | 1.1 | -17.7 | 99.8
COc1ccc(-c2nc3cc(NC(=O)Cc4ccc(OC)c(OC)c4)ccc3o2)cc1 | 57.0* | nt | 92.3 | 26.8[fluorescence artefact?] | 81.2 | 81.8 | 0.4 | nt | 273.2*[fluorescence artefact?]
CCCCCCc1cc2cc(C(=O)NC)c(=N)oc2cc1O | 37.5 | -0.5 | nt | nt | nt | nt | 0.6 | 7.8 | nt
CCOC(=O)CNC(=O)CNC(=O)Cn1ccc2ccccc2c1=O | -6.4 | -4.6 | 103.4 | -5.6 | 100.3 | 108.1 | 1.1 | -24.5 | 102.0
COC(=O)c1cnn2c(C(F)(F)F)cc(-c3ccccc3)nc12 | nt | nt | 104.5 | -8.8 | 79.7 | 109.7 | nt | nt | 93.0
Cc1nonc1OCC(C)(COc1nonc1C)NC(=O)c1ccc(Cl)cc1 | nt | nt | 95.6 | -1.9 | 79.6 | 99.5 | nt | nt | 102.1
COc1ccc(C(=O)n2ccc(C)n2)cc1Br | 57.0* | -4.4 | 90.6 | 4.9 | 116.4 | 96.2 | 0.4 | -8.6 | 113.2
COC(=O)c1ccc(COC(=O)C23CC4CC(CC(O)(C4)C2)C3)o1 | 26.6 | -1.2 | 106.1 | 1.9 | 97.8 | 103.6 | 0.7 | -13.1 | 91.1
COc1ccc(C(=O)Cc2ccc(OC)c(OC)c2)c(OC)c1 | 99.0* | 1.2 | 102.4 | -5.4 | 105.4 | 106.1 | 0 | 23.4 | 94.9

Bioassay records as filed in PubChem.
